HSF-1 act – increases HSF-1 driven luciferase reporter signal; NIH3T3-HGL HSF-1 luciferase reporter, MG132, 8 h; 100% = twice DMSO control signal; activation, % at 9 µM; 300,000 tested, 1.7% active; AID 504408;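 active means mean replicate activation of at least 50% with a set share of replicates each reaching 50%; inconclusive means only one of those two conditions met; inactive means mean below 50% and too few replicates reaching it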;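 further: 0% = median of the neutral control wells and 100% = twice that signal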
KLF5 inh – inhibitors of KLF5 expression. DLD-1 KLF5 promoter-luciferase reporter, luminescence. inhibition, % at 5 µM. 290,000 tested, 0.23% active. AID 1700;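 active means inhibition above a per-plate limit of that plate's mean compound inhibition plus 3 SD, cut at about 60% in these data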;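 further: 0% = DMSO wells and 100% = LY294002 at 200 µM; higher means less KLF5 promoter-driven luciferase light; inactives centre near -14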
IEC-6 tox – IEC-6 cytotoxicity, counter-screen for KLF5 inhibitors; 290,000 tested, 0.78% active; inhibition, % at 5 µM; AID 1825; luminescence viability; in the data active means inhibition above about 22%;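 further: 0% = plate median of test compound wells and 100% = cytotoxic reference compound wells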
HSP90 inh – blocks HSP90-mediated luciferase refolding in reticulocyte lysate; Rabbit reticulocyte lysate, luciferase refolding luminescence, 3 h; inhibition, % at 5.6 µM; 290,000 tested, 0.91% active; AID 1789;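 active means inhibition above the screen-wide mean plus 3 SD, computed separately per campaign, cut at about 16% in these data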;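 further: 0% = DMSO wells and 100% = 60 µM geldanamycin wells; inhibitors lower the luminescence because luciferase stays unfolded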
HIF act – HIF pathway transcriptional activation; U2OS HRE-luciferase reporter, luminescence; normalized: DMSO 0%, desferrioxamine 100%; activation, % at 7.5 µM (by protocol); 300,000 tested, 0.32% active;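 active means mean activation of at least 10% of the iron chelator positive control signal, with at least half of replicates also reaching 10%; inconclusive means mean and replicate majority disagree about reaching 10%; inactive means mean and most replicates under 10%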
HDAC3 inhib – blocks human histone deacetylase 3. O15379. recombinant HDAC3, fluorogenic peptide/trypsin coupled, fluorescence. inhibition, % at 8.3 µM. 320,000 tested, 0.15% active; in the data active means inhibition above about 26%, passing the limit was not always enough; inconclusive means no clear call, values can overlap the other calls
Target sequence (O15379 whole entry, looked up): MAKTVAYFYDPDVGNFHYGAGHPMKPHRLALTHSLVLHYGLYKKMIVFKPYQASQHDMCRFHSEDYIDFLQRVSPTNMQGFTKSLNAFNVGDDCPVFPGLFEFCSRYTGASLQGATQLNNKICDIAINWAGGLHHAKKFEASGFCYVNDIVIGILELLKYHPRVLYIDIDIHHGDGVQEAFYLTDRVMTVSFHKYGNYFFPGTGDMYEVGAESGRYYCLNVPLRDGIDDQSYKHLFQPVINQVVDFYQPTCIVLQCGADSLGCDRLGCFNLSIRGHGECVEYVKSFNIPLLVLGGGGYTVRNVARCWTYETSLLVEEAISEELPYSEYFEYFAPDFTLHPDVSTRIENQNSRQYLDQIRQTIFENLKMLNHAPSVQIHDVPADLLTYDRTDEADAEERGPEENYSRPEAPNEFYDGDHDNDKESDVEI
AI-2 QS mod – Vibrio harveyi AI-2 quorum sensing modulation; Vibrio harveyi JMH597 AI-2 luminescence/OD600 ratio, 9 h; hits give low values; strain lacks LuxN and CqsS sensors; 0 = neutral-control median; activity change, % at 7.5 µM; 300,000 tested, 0.4% active; AID 2094; in the data active means activity change below about -75%, passing the limit was not always enough; inconclusive means no clear call, values can overlap the other calls;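 further: luminescence divided by OD600 gain over 9 h not by final OD600 alone; inactives centre near 13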
Platelet DG rel – modulates dense granule release in human platelets; AID 1663; human platelet-rich plasma, SFLLRN dense granule ATP release, luminescence; 300,000 tested, 0.22% active; inhibition, %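 (compounds screened at 7.5 µM in platelet-rich plasma)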;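 active means mean replicate score, as percent of positive control, at or above 50; inconclusive means mean below 50 but at least one replicate at or above 50; inactive means mean and every replicate below 50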
aSyn UTR inh – 5' untranslated region of α-synuclein, MLPCN primary screen; alpha-synuclein 5'UTR reporter, inhibitor activity; 300,000 tested, 0.82% active; inhibition, % (tested at 7.5 µM); AID 1813; in the data active means inhibition above about 60%; inconclusive means no clear call, values can overlap the other calls;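 further: H4 neuroglioblastoma cells stably carrying SNCA 5'UTR luciferase fusion; 0% = DMSO wells and 100% = positive control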
HSF1 inh – HSF1 inhibition; NIH3T3-HGL HSE-luciferase, MG132-induced, luminescence 8 h; hits give low values; activity change, negative = inhibition, % at 7.5 µM (by protocol); 300,000 tested, 0.77% active; AID 2098;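 active means more than half of replicate wells show activity change below -50%, luminescence cut by over half; inconclusive means some wells, but at most half, below -50%; inactive means no replicate well below -50%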;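 further: luciferase reports HSF-1 transcriptional activity via heat shock element; 0% = median of DMSO wells and -100% = zero luminescence signal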
An asterisk follows results filed as active; ? = inconclusive; . = no result given.

1: Cc1c(N(C)S(=O)(=O)c2cc(C(=O)NCC3CCCO3)ccc2Cl)c(=O)n(-c2ccccc2)n1C (stereo unspecified)
2: CCOC(=O)Cn1c2ccccc2c2nc(C)sc21
3: O=C(NC1CCCCCC1)c1ccc(CN2CCOCC2)cc1
4: COc1ccc(S(=O)(=O)N2CCCCCC2)cc1N
5: CCOc1ccccc1Oc1coc2cc(OCC(=O)O)ccc2c1=O
6: CC(=O)NC1C(Oc2ccc(C=O)cc2)OC(COC(C)=O)C(OC(C)=O)C1OC(C)=O (stereo unspecified)
7: COc1cc(/C=N/NC(=O)c2cccc(NC(=O)c3ccccc3Cl)c2)ccc1O
8: CCN(CC)S(=O)(=O)c1cc(C(=O)N2CCc3ccccc32)ccc1Cl

Screen / compound no.,1,2,3,4,5,6,7,8
HSF-1 act,4,7,11,11,2,-3,7,48
KLF5 inh,.,-6,-134,-2,9,5,-9,-7
IEC-6 tox,.,2,-1,-1,6,11,0,0
HSP90 inh,.,-4,-5,3,-1,3,4,3
HIF act,1.4,-1.3,1.1,0.0,-0.3,0.1,-0.4,-0.3
HDAC3 inhib,-1,3,-2,-3,11,-6,0,-7
AI-2 QS mod,12,-13,11,14,15,16,20,6
Platelet DG rel,6,-7,3,-3,5,-2,-5,-1
aSyn UTR inh,0,-3,-122,-5,-29,11,-25,13
HSF1 inh,7,1,7,6,2,-5,-7,6

9: COc1ccc(NS(=O)(=O)c2cn(C)cn2)cc1
10: COc1cc(/C=C/c2ccc3cccc(OC)c3n2)c(O)c([N+](=O)[O-])c1
11: COc1ccccc1C(=O)NNC(=O)c1ccccc1[N+](=O)[O-]
12: CC(C)c1ccc(NC(=O)CCN2C(=O)[C@@H]3Cc4ccccc4CN3C2=O)cc1
13: CCN(CC(=O)Nc1ccc2c(c1)OCCO2)Cc1cc(=O)oc2cc(C)c(C)cc12
14: CC(C)CNC(=O)CCCc1ccccc1
15: Cc1cc(C(=O)NCC2COc3ccccc3O2)c2ccccc2n1 (stereo unspecified)
16: CCOc1ccc(-n2c(Cc3cc(=O)[nH]c(=O)[nH]3)nnc2SC(C)C)cc1

Screen / compound no.,9,10,11,12,13,14,15,16
HSF-1 act,-10,-41,8,12,-3,4,3,-14
KLF5 inh,-18,-12,-2,-20,6,-25,8,14
IEC-6 tox,-2,1,4,-8,-11,-1,2,0
HSP90 inh,2,-4,4,2,1,3,-1,1
HIF act,-0.3,-0.6,0.1,-0.1,0.3,0.7,-0.6,0.1
HDAC3 inhib,6,0,8,1,0,-1,3,-1
AI-2 QS mod,8,24,9,17,15,23,37,23
Platelet DG rel,-2,-2,5,-8,7,-14,9,4
aSyn UTR inh,4,-31,-11,-14,0,-6,-1,-1
HSF1 inh,-1,-27,-3,-11,-11,-3,-10,-6

17: CCOc1ccccc1CN1CCN(Cc2csc(C(C)=O)c2)CC1CCO (stereo unspecified)
18: CC(=O)N(Cc1c(C)nn(-c2ccccc2)c1Cl)c1ccc(Cl)cc1
19: CCOc1ccc(N(CC(=O)Nc2ccccc2C(=O)NC(C)CC)S(C)(=O)=O)cc1 (stereo unspecified)
20: Cn1c(C(=O)OC(C(=O)NC2CCCC2)c2ccncc2)cc2sccc21 (stereo unspecified)
21: COc1ccccc1OCc1cc(C(=O)NCc2ccc(N3CCCC3=O)cc2)no1
22: CNc1nc(-c2ccc3c(c2)CCN3C(=O)CC(C)(C)C)c(C)s1
23: CC[n+]1c(P(=O)([O-])c2ccccc2)[nH]c2ccccc21
24: COCCCn1c(=O)c2ccccc2n(Cc2cccc(C)c2)c1=O

Screen / compound no.,17,18,19,20,21,22,23,24
HSF-1 act,-15,6,-36,7,7,32,-3,-4
KLF5 inh,-16,-19,-23,-10,-24,-13,-4,-20
IEC-6 tox,6,-2,-5,-1,2,-2,4,-1
HSP90 inh,1,1,0,1,-3,0,2,0
HIF act,0.1,0.3,-0.2,0.0,0.4,1.9,-0.5,1.8
HDAC3 inhib,2,5,-4,3,1,4,-3,7
AI-2 QS mod,22,15,14,19,33,19,39,-7
Platelet DG rel,-2,2,10,7,0,2,-1,-6
aSyn UTR inh,-10,-6,-1,12,-36,-118,10,7
HSF1 inh,-3,6,-18,1,2,6,-2,-6

25: COc1ccc(C2(O)CC3CCC(C2)N3c2nc(C)cc(C)c2C#N)cc1 (stereo unspecified)
26: COc1cc(-c2cc(C(=O)N(C)Cc3ccccc3)c3ccccc3n2)cc(OC)c1OC
27: COc1ccc(C)cc1NC(=O)C1CCN(C(=O)c2ccco2)CC1
28: COC(=O)c1cn(NC(=O)Cc2cccc(C(F)(F)F)c2)c(=O)c2ccccc12
29: COc1cc(C2c3c(-c4ccccc4O)n[nH]c3C(=O)N2Cc2ccco2)cc(OC)c1OC (stereo unspecified)
30: COc1cc(C(=O)NC(=S)Nc2ccc(N3CCCC3)cc2)cc(OC)c1OC
31: CCCCn1c2nc3ccccc3nc2c2c(=O)n(-c3ccccc3)cnc21
32: COc1ccc(S(=O)(=O)N(C)CC(=O)N2CCCCCC2)cc1

Screen / compound no.,25,26,27,28,29,30,31,32
HSF-1 act,49,25,-14,14,4,-4,-23,15
KLF5 inh,-7,-2,-17,-4,12,-12,5,-10
IEC-6 tox,2,11,-5,-1,4,1,5,-4
HSP90 inh,0,2,-7,-2,4,2,2,0
HIF act,-0.2,-0.2,-1.3,-0.9,-0.2,-0.5,-0.1,1.1
HDAC3 inhib,-10,1,-3,-4,3,10,-5,1
AI-2 QS mod,-6,10,15,3,-6,32,18,0
Platelet DG rel,-4,0,-13,-2,-1,-8,1,3
aSyn UTR inh,-4,-1,7,6,-12,17,5,-1
HSF1 inh,20,0,-7,1,1,-1,-8,-3

33: O=C(c1cccs1)N1CCN(S(=O)(=O)c2ccc(F)cc2)CC1
34: Cc1cc(NC(=O)COc2ccccc2)n(-c2ccccc2)n1
35: CC1CCN(Cc2ccc(NC(=O)C3CCN(c4nnc(-n5cccc5)s4)CC3)cc2)CC1
36: COc1cc(/C=C/C(=O)OCC(=O)Nc2ccc([N+](=O)[O-])cc2)ccc1O
37: O=C(CSc1nnnn1Cc1ccccc1)Nc1ccc2c(c1)OCCO2
38: CN(Cc1ccccn1)C(=O)CC1C(=O)NCCN1Cc1cccc(Oc2ccccc2)c1 (stereo unspecified)
39: CCN1CCc2c(sc(NC(=O)c3ccc(S(=O)(=O)N4CCCC4)cc3)c2C(=O)NC)C1
40: COCCOc1cc(NC(=O)c2cccc(OC)c2)c(Cl)cc1Cl

Screen / compound no.,33,34,35,36,37,38,39,40
HSF-1 act,-9,5,-5,10,-4,-9,0,1
KLF5 inh,-11,-25,-5,10,-22,6,-20,-30
IEC-6 tox,0,2,0,-1,1,0,2,4
HSP90 inh,-1,3,1,0,2,3,-1,5
HIF act,0.1,0.2,-0.3,-0.2,0.7,0.2,-0.1,-0.2
HDAC3 inhib,5,-2,1,.,2,0,3,0
AI-2 QS mod,9,0,14,22,27,15,28,6
Platelet DG rel,-4,1,24,0,0,0,7,-2
aSyn UTR inh,-1,-31,-11,1,-2,5,-18,0
HSF1 inh,-8,1,-8,10,1,2,2,4

41: COc1ccc(CC(NC(C)=O)C(=O)NC2CCN(C(=O)c3ccc([N+](=O)[O-])cc3)CC2)cc1OC (stereo unspecified)
42: CCN(CC)C(=O)CSc1nc2ccsc2c(=O)n1CCCC(=O)NCCc1ccc(S(N)(=O)=O)cc1
43: CCS(=O)(=O)N1CCN(C(=O)c2ccco2)CC1
44: Cc1cc(Cl)ccc1OCC(=O)OCC(=O)Nc1ccc(F)c([N+](=O)[O-])c1
45: N#Cc1cc2c(nc1SCC(O)CS(=O)(=O)Cc1ccccc1)CCCC2 (stereo unspecified)
46: Cc1ccccc1C(=O)NNC(=O)CCc1ccccc1
47: CCCCCn1c(Sc2ccccc2)nc2c1c(=O)[nH]c(=O)n2C
48: O=C1CCC(=O)N1OCCOc1ccc2c(c1)CCC2
49: O=C(Nc1ccc(C2SCCS2)cc1)c1ccccc1
50: COc1cccc(CNC(=O)C2CCCN(S(=O)(=O)c3c(C)noc3/C=C/N(C)C)C2)c1 (stereo unspecified)

Screen / compound no.,41,42,43,44,45,46,47,48,49,50
HSF-1 act,-14,13,11,.,0,1,14,26,54*,-5
KLF5 inh,-30,-18,-14,1,13,-13,-41,-34,-131,-16
IEC-6 tox,-3,10,-4,-4,-1,-4,1,0,0,4
HSP90 inh,-4,4,-3,2,4,-3,-3,-2,-4,1
HIF act,-0.2,-0.7,.,.,0.1,-0.1,-0.4,-0.1,0.8,-0.3
HDAC3 inhib,-4,-3,1,?,-14,-12,1,-3,-1,21
AI-2 QS mod,9,17,9,.,18,6,33,3,4,7
Platelet DG rel,-2,2,-6,.,2,14,1,7,5,-4
aSyn UTR inh,-13,-7,-12,.,11,5,46,10,-88,-7
HSF1 inh,-9,3,-3,.,7,0,15,14,31,-2

Some of the entries so far, with each value named:
#42 CCN(CC)C(=O)CSc1nc2ccsc2c(=O)n1CCCC(=O)NCCc1ccc(S(N)(=O)=O)cc1
  HSF-1 act: 13
  KLF5 inh: -18
  IEC-6 tox: 10
  HSP90 inh: 4
  HIF act: -0.7
  HDAC3 inhib: -3
  AI-2 QS mod: 17
  Platelet DG rel: 2
  aSyn UTR inh: -7
  HSF1 inh: 3

#43 CCS(=O)(=O)N1CCN(C(=O)c2ccco2)CC1
  HSF-1 act: 11
  KLF5 inh: -14
  IEC-6 tox: -4
  HSP90 inh: -3
  HIF act: .
  HDAC3 inhib: 1
  AI-2 QS mod: 9
  Platelet DG rel: -6
  aSyn UTR inh: -12
  HSF1 inh: -3

Bioassay records: PubChem BioAssay, several laboratories
